Screening results: PubChem BioAssay, Sanford-Burnham Center for Chemical Genomics
SENP1 FRET inh: human SENP1 catalytic domain inhibitors, primary screen, biochemical, FRET, uHTS; Sentrin-specific protease 1 (Homo sapiens), Q9P0U3; recombinant SENP1 catalytic domain, CyPet-SUMO1-YPet FRET cleavage; inhibition, % at 10 µM; actives 0.21% (n = 360,000);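 active means inhibition at least 30% at 10 µM, raw YFP signal under a set limit, fluorescence ratio 0.5 to 1.5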;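 further: 0% = enzyme with DMSO and 100% = no enzyme wells; some results filed as inactive read as strong as hits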
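Controls: no-enzyme wells low, DMSO-plus-enzyme wells high control. Test system: human recombinant His6-tagged SENP1 catalytic domain enzyme. Reagent: SFCypet-SUMO1-SFYpet FRET protein substrate, 25 nM final. Doses: one dose per compound, 10 µM, 0.5% DMSO. Detection: FRET, CFP and YFP emission. Timing: 50 min reaction at room temperature.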
SENP8 block-1: human SENP8 protease inhibitors, primary screen, biochemical, fluorescence, Nedd8 protein substrate, uHTS. AID 602440, 2012. inhibition, % at 20 µM. Sentrin-specific protease 8 (Homo sapiens), Q96LD8. actives 0.64% (n = 360,000). recombinant SENP8; in the data active means inhibition mostly above about 40%, no sharp cut-off; inactive means mostly below about 27%
Target sequence (Q96LD8 whole entry, looked up): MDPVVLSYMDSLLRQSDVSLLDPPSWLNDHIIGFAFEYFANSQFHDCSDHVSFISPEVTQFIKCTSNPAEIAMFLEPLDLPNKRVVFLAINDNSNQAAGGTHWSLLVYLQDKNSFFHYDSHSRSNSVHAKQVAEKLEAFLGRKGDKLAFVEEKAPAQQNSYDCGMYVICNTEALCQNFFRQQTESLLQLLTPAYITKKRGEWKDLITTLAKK
Apaf1 inhib: inhibitors of human Apaf-1 apoptosome, primary screen, biochemical, DEVD-Rh110 fluorescence, uHTS; Apoptotic protease-activating factor 1 (Homo sapiens), O14727; reconstituted apoptosome caspase-3 activity; inhibition, % at 20 µM; actives 0.71% (n = 330,000); AID 489030, 2010; active means inhibition of at least 40% at 20 µM;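 further: plate controls were DMSO wells for no effect and DEVD-CHO caspase inhibitor wells for full effect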
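System: reconstituted apoptosome with Apaf-1, cytochrome c, caspase-9, procaspase-3, dATP; Signal: Rh110 fluorescence intensity; Schedule: 30 min compound preincubation, 50 min activation, room temperature; Reagent: cytochrome c trigger plus (Z-DEVD)2-Rh110 caspase-3 substrate.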
SENP8 block-2: SENP8 protease inhibitors, primary screen, biochemical, luminescence | Sentrin-specific protease 8 (Homo sapiens), Q96LD8 | purified SENP8, Z-RLRGG-aminoluciferin cleavage | inhibition, % at 10 µM | AID 2540, 2010 | actives 1.2% (n = 330,000); in the data active means inhibition above about 50%
SENP6 inh: SENP6 protease inhibitors, primary screen, biochemical, luminescence, uHTS; Sentrin-specific protease 6 (Homo sapiens), Q9GZR1; Recombinant SENP6 catalytic domain, aminoluciferin luminescence; inhibition, % at 10 µM; actives 1.8% (n = 330,000);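 active means inhibition above about 50% at the single tested dose, limit read from the data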;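 further: plate controls were DMSO wells with enzyme for no effect and DMSO wells lacking enzyme for full effect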
PfGluPho inh: PfG6PD enzyme inhibitors, primary screen, biochemical, fluorescence intensity, uHTS; PfGluPho enzyme, NADPH resazurin-diaphorase fluorescence; inhibition, % at 20 µM; actives 0.78% (n = 350,000); glucose-6-phosphate dehydrogenase-6-phosphogluconolactonase (Plasmodium falciparum 3D7);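 active means inhibition reaching at least a set limit at 20 µM in the primary screen, cut at about 59% in these data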;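 further: 0% = DMSO wells with substrate and 100% = DMSO wells lacking glucose-6-phosphate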
HKDC1 inhibitor: HKDC1 hexokinase inhibitors, primary screen, biochemical, fluorescence, uHTS. AID 493160, 2011. recombinant HKDC1, G6PDH/diaphorase resazurin coupled fluorescence. inhibition, % at 20 µM. actives 0.16% (n = 340,000). Q2TB90;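 active means inhibition above about 35% when tested at 20 µM, limit read from the data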;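 further: plate controls were DMSO wells with enzyme for no effect and DMSO wells lacking enzyme for full effect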
Target sequence (Q2TB90 whole entry, looked up): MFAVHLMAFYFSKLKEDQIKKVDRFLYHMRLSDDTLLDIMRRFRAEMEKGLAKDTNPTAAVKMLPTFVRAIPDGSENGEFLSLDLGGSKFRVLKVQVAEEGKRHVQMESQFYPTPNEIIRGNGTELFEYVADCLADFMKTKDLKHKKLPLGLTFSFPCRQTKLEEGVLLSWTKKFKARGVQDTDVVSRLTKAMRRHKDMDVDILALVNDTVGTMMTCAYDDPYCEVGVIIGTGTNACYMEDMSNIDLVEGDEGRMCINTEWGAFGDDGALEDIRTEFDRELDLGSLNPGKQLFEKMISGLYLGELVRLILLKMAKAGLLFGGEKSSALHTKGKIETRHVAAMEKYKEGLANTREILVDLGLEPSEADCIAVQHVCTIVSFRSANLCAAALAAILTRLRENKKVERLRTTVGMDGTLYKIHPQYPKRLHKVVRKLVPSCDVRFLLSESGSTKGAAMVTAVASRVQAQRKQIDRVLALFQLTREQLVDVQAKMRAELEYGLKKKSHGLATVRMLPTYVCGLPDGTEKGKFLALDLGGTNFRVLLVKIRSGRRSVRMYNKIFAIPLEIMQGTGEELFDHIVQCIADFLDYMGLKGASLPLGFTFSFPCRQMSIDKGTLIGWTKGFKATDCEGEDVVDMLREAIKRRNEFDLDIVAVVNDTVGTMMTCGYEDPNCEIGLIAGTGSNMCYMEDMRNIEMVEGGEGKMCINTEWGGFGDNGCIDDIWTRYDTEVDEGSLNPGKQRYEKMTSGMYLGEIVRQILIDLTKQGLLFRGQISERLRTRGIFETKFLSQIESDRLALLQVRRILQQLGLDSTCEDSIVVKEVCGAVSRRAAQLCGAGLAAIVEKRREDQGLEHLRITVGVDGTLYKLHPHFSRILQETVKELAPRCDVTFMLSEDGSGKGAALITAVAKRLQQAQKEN
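Assay system – recombinant HKDC1 (HK5) hexokinase enzyme, produced in-house · Input – HKDC1 at 5 µg/mL · Reagent – glucose plus 1 mM ATP as hexokinase substrates · Timing – 90 min reaction incubation at room temperature, dark · Measured by – G6PDH/diaphorase-coupled fluorescence, 1 mM NADP, 100 µM resazurin, 525/613 nm · Benchmarks – DMSO-enzyme wells negative, buffer-substituted wells positive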
SENP7 inh: SENP7 protease inhibitors, primary screen, biochemical, luminescence, uHTS. Sentrin-specific protease 7 (Homo sapiens), Q9BQF6. recombinant SENP7, Z-RLRGG-aminoluciferin luminescence, 40 min. inhibition, % at 5 µM. actives 1.5% (n = 330,000). AID 434973, 2010;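 active means inhibition above about 50% at the single test dose, limit read from the data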;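 further: plate controls were DMSO with enzyme for no effect and no enzyme buffer wells for full effect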
NALP3 yeast inh: NALP3 inflammasome inhibitors in reconstituted yeast, primary screen, luminescence, uHTS | AID 2825, 2010 | Yeast reconstituted NLRP3/ASC/caspase-1, beta-gal luminescence, 24 h | actives 0.39% (n = 330,000) | inhibition, % at 10 µM;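 active means inhibition of 50% or more; inactive means inhibition below 50%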;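 further: plate controls were induced DMSO wells for no effect and uninduced yeast grown without galactose for full effect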
The depositor's hits bear a star; . = not tested or not shown.

SMILES	SENP1 FRET inh	SENP8 block-1	Apaf1 inhib	SENP8 block-2	SENP6 inh	PfGluPho inh	HKDC1 inhibitor	SENP7 inh	NALP3 yeast inh
CCN(CC(=O)Nc1ccc(NC(C)=O)cc1)C(=O)COc1ccccc1Cc1ccccc1	0	18	3	-2	1	-9	0	-10	13
O=C(NC1CCCc2ccccc21)C12CC3CC(CC(O)(C3)C1)C2 (stereo not drawn)	-2	2	3	-10	-15	-17	-6	-5	6
O=c1c2ccccc2c(-c2ccccc2)nn1-c1cc(Cl)ccc1[N+](=O)[O-]	2	34	18	-4	-15	6	4	16	26
COc1ccc(C)cc1N(C(=O)CNC(=O)c1ccco1)C(C(=O)NCC1CCCO1)c1ccccc1 (stereo not drawn)	-1	2	6	0	-3	-11	-2	-3	14
CN(C(=O)COc1coc(CN2CCN(c3ccccc3)CC2)cc1=O)c1ccccc1	1	9	2	-1	-14	-17	-5	2	12
CC(=O)Nc1ccccc1NC(=O)CC(C)(C)C	0	4	5	-1	-1	-6	-3	8	-2
CCn1c(SCC(=O)N2c3ccccc3CCc3ccccc32)nc2c1c(=O)n(C)c(=O)n2C	1	13	17	-1	-6	-11	1	4	12
O=C1C(=C(c2ccccc2)c2ccccc2)Nc2ccccc21	9	27	19	-1	-29	29	11	-1	62*
N/C(Cc1nc(-c2ccc(Cl)cc2)cs1)=N/O	-3	7	-13	-1	-8	3	-3	-6	-14
CCCCNCC1CCCO1 (stereo not drawn)	-3	4	.	.	.	-4	-6	.	.
NC(=O)C1(NC(=O)[C@@H]2CC3(CC(c4cccc(NC(=O)[C@@H]5CCC(=O)N5)c4)=NO3)CN2C(=O)c2ccccc2)CC1 (stereo partly drawn)	0	13	4	-2	-5	-11	4	5	-1
COCCNS(=O)(=O)c1ccc2c3c(cccc13)C(=O)N2C	-25	-413	12	-9	-13	11	-3	6	22
Cc1nnc(NC(=O)CN2C(=O)c3ccccc3S2(=O)=O)s1	2	12	9	-7	-6	-2	-2	8	-3
CC(C)C(C)(C#N)NC(=O)CSc1nnc(-c2ccccc2)o1 (stereo not drawn)	3	15	-9	0	-13	4	0	1	-7
Cc1ccc(C)c(Cn2nnc3c(=O)[nH]c(C4CCCN(C(=O)c5ccco5)C4)nc32)c1 (stereo not drawn)	-1	6	9	11	6	-7	-2	4	23
Cc1ccc(-c2cc(C(=O)OCC(=O)Nc3ncc(C(F)(F)F)cc3Cl)c3ccccc3n2)cc1	-2	-400	4	-2	-2	-8	-10	-6	-2
Cc1c(C(=O)Nc2nc3ccccc3[nH]2)oc2ccc(Br)cc12	-2	-158	13	-4	-28	-7	-8	48	-11
Cc1ccn2c(=O)nc(SCc3cccc(C(F)(F)F)c3)nc2c1	-20	-276	-2	-8	-15	14	-3	-1	12
CCc1ccc(Nc2ncc3c(n2)CC(C)(C)CC3=O)cc1	-1	-452	20	-22	-20	-11	-1	-12	18
COc1ccc(/C=N/n2c(C)nc3sc(C)c(C)c3c2=O)cc1	-1	16	-4	-3	-17	-21	-1	9	21
O=C(NC(=S)Nc1ccc(N2CCOCC2)c(Cl)c1)C(c1ccccc1)c1ccccc1	1	12	14	-3	-9	-19	1	-2	5
CCC1(C)NC(=O)N(CC(=O)Nc2sc3c(c2C(=O)OC)CCCCC3)C1=O (stereo not drawn)	-10	1	10	0	12	20	-6	-3	2
CC(C)C(=O)NC(=S)Nc1ccccc1C(=O)NC1CCCCC1	2	10	-8	-5	-18	-10	-2	-4	-14
CCOC(=O)C1=C(COC(=O)CCNS(=O)(=O)c2ccc(C)c(C)c2)NC(=O)NC1C (stereo not drawn)	-1	6	1	-5	-5	4	-5	2	6
CC(=Nc1cccc(O)c1)c1sc2ccccc2c1O	-75	-5	12	90*	91*	-9	0	90*	52*

Copied from the list.
Cc1nnc(NC(=O)CN2C(=O)c3ccccc3S2(=O)=O)s1 | SENP8 block-2 = -7
CCn1c(SCC(=O)N2c3ccccc3CCc3ccccc32)nc2c1c(=O)n(C)c(=O)n2C | PfGluPho inh = -11

The listing continues.
SMILES	SENP1 FRET inh	SENP8 block-1	Apaf1 inhib	SENP8 block-2	SENP6 inh	PfGluPho inh	HKDC1 inhibitor	SENP7 inh	NALP3 yeast inh
Cc1cc(Oc2ccc(=O)n(C)n2)nc(SCc2ccccc2)n1	2	9	-2	1	-11	-7	-10	0	19
Cn1cc(CN2CCC(O)CC2)c(-c2ccc(Oc3ccccc3)cc2)n1	-1	5	9	-8	-1	-1	-6	-7	18
CN(C)CCCSc1nc2ccccc2s1	0	17	-9	-5	4	18	-11	1	7
CCN(C(=O)CC(C)C)c1nnc(Cn2nnc3ccccc32)s1	4	-1	9	-9	-15	0	6	-6	-5
COC(=O)C12OCC34C(CC5C(C)=C(O)C(=O)CC5(C)C3C(O)C1O)OC(=O)C(OC(=O)C=C(C)C)C24 (stereo not drawn)	2	14	.	.	.	22	-1	.	.
C=CCOc1ccc(C2/C(=C(\O)c3c(C)[nH]c(C(=O)OC)c3C)C(=O)C(=O)N2CCN(C)C)cc1 (stereo not drawn)	0	8	5	-3	10	-13	5	-12	-14
S=c1[nH]nc(-c2cccc(Cl)c2)n1/N=C/c1ccc(-c2ccccc2Br)o1	1	8	-8	-9	-14	-1	-9	-3	3
COc1ccc(OC)c(NC(=O)CN2CCC(NC(=O)c3ccccc3C)CC2)c1	4	11	2	-3	-23	-1	-1	5	8
COc1ccc(OCC(O)Cn2c(N3CCCCC3)nc3c2c(=O)n(C)c(=O)n3C)cc1 (stereo not drawn)	2	-3	2	-6	9	-3	-3	-14	4
COc1ccccc1CC(=O)Nc1ccc(-c2nnc(-c3ccco3)o2)cc1	1	-265	12	1	-8	29	-3	0	2
CC(C)(C)OC(=O)N[C@@H](Cc1ccccc1)C(=O)NCC1CCC(C(=O)O)CC1 (stereo partly drawn)	-1	19	1	-3	1	-15	-6	8	-2
O=C(NCCC1=CCCCC1)C(=O)NCc1ccccc1Cl	0	20	3	-4	1	-14	-7	3	28
CCCc1cc(=O)oc2cc(OC(C)C(=O)NCC3CCC(C(=O)O)CC3)ccc12 (stereo not drawn)	0	-49	-1	-2	2	1	2	-14	-8
CCCCn1c(=O)[nH]c(=O)c2c1nc(-c1ccc3ccccc3c1)n2CC	-2	-409	28	-11	8	-4	-2	-5	16
Cc1cccc(C(=O)Nc2c3c(nn2C(C)(C)C)CS(=O)(=O)C3)c1	0	11	-5	-2	-3	0	-4	13	5
COc1ccccc1NC(=O)c1cc2c(CO)cnc(C)c2oc1=Nc1ccc(OC)c(OC)c1	2	19	9	-12	-1	-8	4	-12	20
O=[N+]([O-])c1cccc(-c2n[nH]c(=S)n2-c2ccccc2)c1	.	.	-12	1	-19	16	-1	3	14
COc1ccc(N2CCN(C(CNC(=O)c3ccco3)c3cccnc3)CC2)cc1 (stereo not drawn)	0	34	4	-5	-5	-21	-7	-1	5
COCCCNC(=S)NNC(=O)c1cc(-c2cccnc2)nc2ccccc12	0	-52	-5	3	-5	-8	-5	-7	24
N=c1oc2ccccc2cc1-c1nc2ccccc2c(=O)[nH]1	-77	-186	13	-14	-18	17	2	6	15
O=C(NC(=S)N1CCN(Cc2ccccc2)CC1)c1cccnc1	0	4	-9	-6	-1	9	-14	-5	26
COC(=O)CCC(=O)NN1C(=O)c2ccccc2C1=O	1	4	5	-3	-10	-9	-6	-5	13
O=C(NCc1ccccn1)c1cc(-c2ccc(Cl)cc2)nc2ccccc12	-6	-22	-4	-4	7	6	-3	8	5
O=C1CC(C(=O)N(c2cccc(F)c2)C(C(=O)NC2CCCC2)c2ccccn2)CS1 (stereo not drawn)	0	19	4	2	-7	1	7	6	3
CC(=O)Nc1ccc(SC(C)C(=O)NC2CCCC2)cc1 (stereo not drawn)	-2	2	10	-10	-19	24	-9	-7	9
Going on with the list.
SMILES	SENP1 FRET inh	SENP8 block-1	Apaf1 inhib	SENP8 block-2	SENP6 inh	PfGluPho inh	HKDC1 inhibitor	SENP7 inh	NALP3 yeast inh
N#CC1=C(SCC(=O)Nc2cccc3cccnc23)NC(=O)C(C#N)C12CCCCC2 (stereo not drawn)	-3	12	-10	6	6	-2	10	7	-6
COc1ccccc1NC(=O)Nc1sccc1-c1nc2ccccc2s1	-105	-108	16	-4	-7	78*	-3	-8	11
CCCC(=O)NC(c1ccc(OC)c(OC)c1)c1c(O)ccc2ccccc12 (stereo not drawn)	0	-60	-13	-2	6	-5	7	-1	3
Cc1ccccc1OCC(=O)N/N=C/c1cn(C)c2ccccc12	-12	3	7	-4	-22	64*	4	4	24
CCN(CC)CCCNC(=O)CSc1nc(-c2cccs2)cc(C(F)(F)F)n1	-4	-89	-1	5	-3	-3	-3	0	10
Cn1cc(-c2ccccc2)cc(C#N)c1=O	0	-376	2	3	6	-4	0	4	15
CC(=O)Nc1ccc(S(=O)(=O)N=S(C)C)cc1	1	14	-9	-4	-5	-9	-8	3	0
CCCCn1ccnc1C(=O)c1ccc(S(=O)(=O)N(CCOC)CCOC)cc1	1	23	-4	-5	-22	15	-6	-4	-12
O=C1C2C3CCC(C3NCc3ccccc3)C2C(=O)N1Cc1ccccc1 (stereo not drawn)	3	11	20	4	3	8	10	5	5
O=C(CSc1ncccn1)Nc1ccccc1	-1	13	-6	-15	-10	21	-16	-5	2
CCOC(=O)N1CCN(C(=O)CSc2ccc3nnc(-c4ccccn4)n3n2)CC1	0	-97	-12	3	-10	-6	-5	-12	13
COc1cccc(CNc2ccc(S(N)(=O)=O)cc2)c1OCc1ccccc1F	-1	6	4	5	-6	15	-9	5	9
Cn1c(=O)n(Cc2ccccc2)c(=O)c2c1nc1n2CCCN1Cc1ccccc1	2	23	16	-9	-21	2	0	8	24
COc1cc(C=O)ccc1OCCSc1ccc(Cl)cc1	-1	4	18	10	1	16	-4	-1	14
O=C(CCC(=O)c1cccs1)NC(c1ccccc1)c1ccccc1	2	21	2	4	4	3	-3	6	-7
CCOc1ccc(CC(=O)NNC(=S)NC)cc1Br	2	13	-2	1	-2	-2	-11	-15	18
COc1ccc(CNC(=O)[C@@H]2CC=C[C@@H]3CCN(Cc4ccccc4)C(=O)[C@@H]32)cc1	1	-4	-2	0	6	1	-4	-7	13
COc1cc(OC)c(NC(=S)NCc2ccc(F)cc2)cc1Cl	1	20	2	-4	-11	0	-2	-1	14
